aSyn tox rescue: rescues yeast growth from alpha-synuclein toxicity; S. cerevisiae alpha-synuclein toxicity rescue, BacTiter-Glo growth, 24 h; Potency, µM (titrated, usually from 46.1 µM), for inactives: top-dose growth rescue (activation), most hits filed as activators; 94,000 tested, 0.02% active; AID 1347070; active means well fitted activation curve with a large enough effect; inconclusive means small, poorly fitted or top-dose-only effect; further: 0% is about no effect
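Growth restoration measured by BacTiter-Glo luminescence after 24 hr at 30 deg C; alpha-synuclein yeast, raffinose-pregrown to mid-log, were added at OD600=0.02 in galactose medium onto pinned compounds.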
Starred values were filed as active, the others as inactive; u = inconclusive; [ ] = dose if it differs, or a comment. Potency means the concentration at half of the fitted maximal effect. Not all compounds are listed; rates above refer to the full screens.

nr	smiles	aSyn tox rescue
1	COC(=O)c1cc(NC(=O)c2ccc3c(c2)N(Cc2cccc(Cl)c2)C(=O)c2ccccc2S3=O)cc(C(=O)OC)c1 (configuration not stated)	0%
2	Cc1ccc(CNC(=O)CCCn2c(=O)c3ccccc3n(CC(=O)Nc3ccc(C)cc3)c2=O)cc1	u
3	Cc1ccc(OCCC(=O)OCC(=O)NC(=O)c2ccccc2)cc1	-51%[inhibitor]
4	CC(C)(C)OC(=O)N1CCC(c2c(C(=O)NCCN3CCC(Cc4ccccc4)CC3)cnn2-c2cccc(Cl)c2)CC1	-13%
5	CCc1nn(CC(=O)N2CCC(C)CC2)c(=O)c2cc3occc3n12	-5%
6	COC(=O)c1ccccc1Oc1ccc(NC(=O)CCCl)cc1	11%
7	Cc1c(NC(=O)C(C)OC(=O)c2ccc(NC(=O)CC#N)cc2)c(=O)n(-c2ccccc2)n1C (configuration not stated)	-1%
8	CCn1cc2nc(SCc3c(F)cccc3Cl)n(CCc3ccccc3)c(=O)c2n1	4%
9	COc1ccc(OC)c(CNC(=O)Cc2c(C(=O)O)[nH]c3ccc(Cl)cc23)c1	1%
10	Cc1nnc2c(N3CCN(c4ccccc4F)CC3)nc3ccccc3n12	-2%
11	O=C(O)COc1ccccc1/C=N/NC(=O)c1cc(-c2ccc(F)cc2)nc2ccccc12	-3%
12	CCn1cc(C(=O)NCCc2ccc(OC)c(OC)c2)c(=O)c2cc(S(=O)(=O)N3CCCCCC3)ccc21	3%
13	COc1ccc(C(=O)Nc2cc(OC)c(NC(=O)Nc3ccccc3)cc2OC)cc1	-22%
14	COc1ccc(-c2cn3cccnc3n2)cc1NC(=O)Cc1ccccc1	-1%
15	COCCN(C(=O)COC(=O)Cc1c[nH]c2ccccc12)c1c(N)n(Cc2ccccc2)c(=O)[nH]c1=O	2%
16	CC(C)c1cnc2c(c1SCC(=O)Nc1ccccc1C(F)(F)F)c(=O)n(C)c(=O)n2C	4%
17	Cc1cc(C)cc(NC(=O)CS(=O)(=O)c2cccc3nsnc23)c1	-7%
18	CN(Cc1ccccc1F)c1ccc(S(=O)(=O)N2CCCC2)cn1	-6%
19	CCN(CC)C(=O)Cn1c(=O)n(Cc2ccc(C(=O)NCc3ccccc3Cl)cc2)c(=O)c2ccccc21	-6%
20	COc1ccc(NC(=O)CCn2nc(-c3ccc(Cl)cc3)c3ccccc3c2=O)cc1	-2%
21	Cc1cccc(NC(=O)CNC(=O)CN2C(=O)NC(C)(CCC(C)C)C2=O)c1C (configuration not stated)	10%
22	Oc1c(C(c2ccc(Cl)cc2Cl)N2CCN(c3ccccc3)CC2)sc2nc(-c3ccco3)nn12 (configuration not stated)	1%
23	COc1ccc(-c2cc(NCc3ccc(F)cc3)n3cnnc3n2)cc1	8%
24	Cc1ccc2nc(SCC(=O)NCc3ccc4c(c3)OCO4)nc(=O)n2c1	-3%
25	Oc1[nH]c2ccccc2c1N=Nc1ccccc1	-5%

The list goes on; the last 5 above are carried over.
nr	smiles	aSyn tox rescue
21	Cc1cccc(NC(=O)CNC(=O)CN2C(=O)NC(C)(CCC(C)C)C2=O)c1C (configuration not stated)	10%
22	Oc1c(C(c2ccc(Cl)cc2Cl)N2CCN(c3ccccc3)CC2)sc2nc(-c3ccco3)nn12 (configuration not stated)	1%
23	COc1ccc(-c2cc(NCc3ccc(F)cc3)n3cnnc3n2)cc1	8%
24	Cc1ccc2nc(SCC(=O)NCc3ccc4c(c3)OCO4)nc(=O)n2c1	-3%
25	Oc1[nH]c2ccccc2c1N=Nc1ccccc1	-5%
26	CCNC(=O)CC1C(=O)N(c2ccc(C)cc2)C(=O)N1CCOC (configuration not stated)	0%
27	Cc1nn(C(C)(C)C)c(OC(=O)C(C)(C)C)c1Sc1ccccc1	-7%
28	CC(NC(N)=O)C(=O)OCC(=O)c1ccc(-c2ccccc2)cc1 (configuration not stated)	9%
29	COc1ccc(CN2C(=O)c3cccc4cccc2c34)cc1F	-4%
30	Cc1ccccc1C(=O)NCc1ccc2c(c1)CCN2C(=O)c1ccc(F)cc1	5%
31	S=C(NNC(=S)Nc1ccc(Cl)cc1)NNc1ccccc1	-22%
32	Cc1c(C(=O)N2CCCCCC2)c(S(=O)(=O)NCc2ccc(Br)cc2)c(C)n1C	-15%
33	O=C(NC1CCCCC1)c1ccc(CSc2nc3cccnc3n2Cc2ccccc2F)cc1	5%
34	COc1ccc(N2CC(NS(=O)(=O)c3ccc(F)cc3)CC2=O)cc1 (configuration not stated)	7%
35	COc1ccc(C)cc1Nc1nc(N)c2cc(OC)c(OC)cc2n1	-4%
36	O=C(COc1ccc(F)cc1)Nc1ccc(C(=O)OCc2cc(=O)n3nc(C4CC4)sc3n2)cc1	7%
37	COc1ccc(-c2cc3nc(C4CCN(C(=O)OC(C)(C)C)CC4)c(C(=O)Nc4cc(Cl)cc(Cl)c4)cn3n2)cc1	7%
38	Cc1cc(OCC(=O)Nc2cccc(S(=O)(=O)NC3=NCCCCC3)c2)ccc1Cl	12%
39	CC1(C)C2CCC(CN=C(N)CSS(=O)(=O)O)C1C2 (configuration not stated)	-7%
40	Cc1cc(C(=O)NCCN2CCOCC2)ccc1[N+](=O)[O-]	4%
41	O=C(Nc1ccc(OCc2ccccc2)cc1)Nc1cccnc1	3%
42	Cc1ccc(Cn2ccc(NC(=O)c3cc(C(C)C)on3)n2)cc1	-4%
43	CC1=C(C(=O)N(C)C)CC(CC(=O)NCCCCc2ccccc2)C(=O)N1Cc1ccccc1 (configuration not stated)	-6%
44	CCOC(=O)CC(=O)CSc1nc2ccsc2c(=O)n1Cc1ccccc1	-2%
45	BrC(=C\c1ccccc1)/C=N/Nc1ccc2nncn2n1	1%
46	NC(=O)c1c(NC(=O)CS(=O)(=O)c2ccc(Cl)cc2)sc2c1CCCC2	-12%
47	Cc1nc2scc(C)n2c(=O)c1S(=O)(=O)Nc1ccc(N2CCN(S(C)(=O)=O)CC2)cc1	u
48	CCNC(=S)NS(=O)(=O)c1ccc(F)cc1	-3%
49	Cc1ccc(NS(=O)(=O)c2ccc3[nH]c4c(c3c2)CCCC4)cc1N(C)C	3%
50	Cc1ccc2scc(N3CCN(c4ccccc4)CC3)c(=O)c2c1	6%

Brought forward from above: two entries, followed by the next part.
nr	smiles	aSyn tox rescue
49	Cc1ccc(NS(=O)(=O)c2ccc3[nH]c4c(c3c2)CCCC4)cc1N(C)C	3%
50	Cc1ccc2scc(N3CCN(c4ccccc4)CC3)c(=O)c2c1	6%
51	CC(Sc1ccccc1)C(=O)N/N=C/c1ccccc1 (configuration not stated)	5%
52	Clc1ccc2nc(Nc3ccccc3Cl)nc(-c3ccccc3)c2c1	0%
53	CC1CCc2onc(C(=O)Nc3ccc(Cl)cc3)c2C1 (configuration not stated)	-8%
54	O=C1C2CC=CCC2C(=O)N1Nc1ccccc1 (configuration not stated)	-1%
55	Cc1nc2c(-c3ccccc3)c(C)nn2c(C)c1CCC(=O)NCc1cccc(Cl)c1	-3%
56	COc1ccc(N2C(=O)NC3CC2(C)Oc2ccccc23)cc1 (configuration not stated)	11%
57	CC1CC(C)CN(CCCNC(=O)CCC(=O)N2CC(C)Oc3ccccc32)C1 (configuration not stated)	-2%
58	COc1ccc(C(=O)CCC(=O)Nc2cccnc2)c(OC)c1	-6%
59	O=C(CN1CCCN(Cc2ccc(F)cc2)S1(=O)=O)Nc1ccc2c(c1)OCCO2	5%
60	COc1ccc(-c2nsc(NC(=O)COc3ccccc3OC)n2)cc1	-8%
61	Cc1cccc(N2CCN(C(=O)CCS(=O)(=O)c3ccc4c(c3)oc(=O)n4C)CC2)c1C	-5%
62	CCCCC(CC)Cn1c(Oc2ccccc2)nc2c1c(=O)n(C)c(=O)n2C (configuration not stated)	0%
63	Cc1cccc(N2CCN(C(=O)NCc3noc4ccccc34)CC2)c1C	8%
64	Cc1cc(C)cc(NC(=O)C(C)N2Cc3ccccc3C2=O)c1 (configuration not stated)	5%
65	Cc1cc(C)c2nc(C(F)(F)F)nc(N3CC(C)OC(C)C3)c2c1 (configuration not stated)	-20%
66	COc1ccc(NC(=O)c2ccccc2CC[N+](=O)[O-])cc1	6%
67	COc1ccccc1-c1cc(C(F)(F)F)nc(S(=O)(=O)CCCC(=O)Nc2cc(Br)ccc2O)n1	-15%
68	COc1ccc(CNC(=O)CN(C)S(=O)(=O)c2ccc3[nH]c4c(c3c2)CCCC4)cc1	8%
69	COc1ccc(/C=N/Nc2nc(=O)[nH]nc2C)cc1OC	-9%
70	CC(=O)N1CCCC1(C(=O)O)c1ccccc1 (configuration not stated)	-8%
71	CCN(CC)CCCNC(=O)c1c(C)oc2ncnc(N3CCOCC3)c12	-13%
72	N#Cc1ccsc1NC(=O)COC(=O)c1cc(Br)ccc1O	-10%
73	CCc1cccc(CC)c1NC(=O)CN(C)S(=O)(=O)c1ccc2c(c1)n(C)c(=O)c(=O)n2C	3%
74	CCOc1ccc(CCNC(=O)CSc2cc(=O)n(C)c3ccc(Cl)cc23)cc1OCC	-6%
75	O=C(c1ccccc1)N1CCCC(c2nc3c(nnn3Cc3ccc(F)cc3F)c(=O)[nH]2)C1 (configuration not stated)	2%

Quoted at random: two entries already listed
nr	smiles	aSyn tox rescue
48	CCNC(=S)NS(=O)(=O)c1ccc(F)cc1	-3%
3	Cc1ccc(OCCC(=O)OCC(=O)NC(=O)c2ccccc2)cc1	-51%[inhibitor]

Continued:
nr	smiles	aSyn tox rescue
76	CNC(=O)CSc1nnc(-c2ccccc2F)n1CCc1ccccc1	-6%
77	Cc1ccc(S(=O)(=O)NCC(=O)NCC(=O)N(C)Cc2ccc(Br)s2)cc1C	-5%
78	CCc1nnc(SCc2c(F)cccc2Cl)c2cc3sccc3n12	-33%[inhibitor]
79	Nc1ccc2oc(Cc3ccc(Cl)cc3)nc2c1	13%
80	NS(=O)(=O)c1ccc(CNC(=O)c2cc(-c3ccccn3)nc3ccc(Cl)cc23)cc1	-3%
81	CCOc1ccc(NS(=O)(=O)c2ccc(C(=O)NCC(c3ccc(OC)cc3)N3CCOCC3)cc2)cc1 (configuration not stated)	0%
82	Cc1cccc(CCNC(=O)c2cc(S(=O)(=O)N3CCCCC3)c[nH]2)c1	5%
83	CC1CCCN(C(=O)c2ccc3c(=O)n4nc(Nc5ccccc5)sc4nc3c2)C1 (configuration not stated)	2%
84	CCn1cc(C(=O)NCc2ccccc2OC)c(=O)c2cc(S(=O)(=O)N3CCCCCC3)ccc21	3%
85	COCCNC(=O)/C(C#N)=C/c1ccc(OCc2ccccc2)cc1	9%
86	O=C(CC(c1cccs1)N1Cc2ccccc2C1=O)Nc1ccc(Cl)cc1 (configuration not stated)	-14%
87	COc1ccccc1NS(=O)(=O)c1cccc(C(=O)N/N=C/c2cn(-c3ccccc3)nc2-c2ccccc2)c1	7%
88	COc1ccc(-n2c(C)c(C(=O)O)c3cc(OC)c4ccccc4c32)cc1	7%
89	COc1ccc(-c2c(C)c3ccc(O)c(CN4CCOCC4)c3oc2=O)cc1	-5%
90	CC1CCN(c2cc(=O)n(C3CCCCC3)c(=O)[nH]2)CC1	-6%
91	O=C(CN1CCN(S(=O)(=O)c2ccccc2C(F)(F)F)CC1)NCc1cccs1	-6%
92	Cc1cc(C2=CC(=O)C[C@H](c3ccc(F)cc3)C2)ccc1F	8%
93	COc1c(Cl)cc(Cl)cc1C(=O)Nc1cccc2cccnc12	-12%
94	O=C(NCCCN1CCN(c2ccccc2)CC1)c1sc2ncccc2c1-n1cccc1	2%
95	CN(c1ccccc1)c1nc(N)c(C#N)c(CC#N)c1C#N	2%
96	O=C(Cn1c(C(F)(F)F)nc2ccccc21)Nc1ccccc1C(=O)O	-3%
97	O=C(COC(=O)c1c(F)cccc1F)c1ccc[nH]1	2%
98	Cc1ccc(NC(=O)Nc2c(C)n(C)n(-c3ccccc3)c2=O)c(Cl)c1	-3%
99	COc1ccc2oc(C(=O)N(C)Cc3ccc4c(c3)OCCO4)c(C)c2c1	3%
100	C[C@@H]1CN(Cc2nc(Cc3ccccc3F)no2)C[C@H](C)O1	-1%
101	N#Cc1ccc(CN2C(=O)NC3(CCCCCC3)C2=O)cc1	1%
102	O=C(O)CN1C(=O)/C(=C2\C(=O)N(Cc3ccccc3Cl)c3ccccc32)SC1=S	-8%
103	CCOC(=O)C(C)Oc1cccc2c(=O)n(CC(=O)N3CCc4ccccc43)ccc12 (configuration not stated)	-3%
104	O=C(O)c1ccccc1C(=O)OC1CC2CCC1C2 (configuration not stated)	12%
105	Cc1c(Cl)cccc1NC(=O)CSc1nc(=O)[nH]c2c1CCCC2	3%
106	O=C(Cn1ccc2cc(S(=O)(=O)N3CCCCCC3)ccc21)NCc1ccccc1Cl	-9%
107	Cn1cnc2c(=O)oc3ccc(S(=O)(=O)N4CCN(c5ccccc5F)CC4)cc3c21	-2%
108	CSc1nsc(SCC(=O)Nc2ccc(F)cc2)n1	-6%
109	OCC1(CCc2ccccc2)CCN(Cc2ccc3nsnc3c2)CC1	8%
110	CCCCSCCCNC(=O)C1CCN(Cc2nc(-c3ccc(CC)cc3)oc2C)CC1	-10%
111	CCOc1cc2[nH]c(=O)n(CCCCCC(=O)NC(C)CC)c(=O)c2cc1OCC (configuration not stated)	1%
112	COc1cccc(Cn2c(CNC(=O)C(C)C)nc3cccnc32)c1	7%
113	N#Cc1ccc(Oc2ncccn2)cc1	-8%
114	CNC(=O)NC(=O)COC(=O)c1n[nH]c2ccccc12	-1%
115	O=C(NCCC(=O)N1CCN(c2ccc(F)cc2)CC1)c1ccco1	-6%
116	CC(=O)OC1=CN(Cc2ccccc2)S(=O)(=O)c2ccccc21	23%
117	Cc1oc2ccc(O)c(CN(C)Cc3ccccc3)c2c1C(=O)Nc1cccc(Cl)c1C	3%
118	O=C(Nc1ccc(NC(=O)c2cc3ccccc3o2)cc1)c1ccccc1	-8%
119	COc1ccc(NC(=O)CN(C)C(=O)c2ccc(S(=O)(=O)Nc3ccccc3C)cc2)cc1	15%
